Screening data as filed in PubChem BioAssay.
D2 potentiator: HTS Assay for Positive Allosteric Modulators of the Human D2 Dopamine Receptor: Primary Screen for Potentiators. D(2) dopamine receptor (Homo sapiens), P14416. HEK293 T-REx D2, calcium flux, EC20 dopamine potentiation. potentiation, % at 10 µM. hit rate 0.34% among 340,000. AID 485347, 2010;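 active = potentiation over 3 SD above the plate norm, cut at about 30% in these data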; also: 0% is about no effect
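Using a no-wash calcium dye in inducible, force-coupled HEK293 Trex cells expressing D2, we tracked fluorescence each second for 180 s after compound, then for 180 s after EC20 dopamine to detect augmented signalling.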
D1 PAM: Potentiators of Human D1 Dopamine Receptor: qHTS; potentiation, % at 10 µM; HEK293 TREx D1 cells, calcium flux, dopamine EC20 potentiation; hit rate 0.036% among 360,000; AID 504651, 2011; in the data active = potentiation above about 30%; also: 0% is about no effect
RXFP1 antag: qHTS Assay for Antagonists of the Relaxin Receptor RXFP1; Relaxin receptor 1 (Homo sapiens), Q9HBX9; AID 1259400, 2018; activity change, negative = inhibition, % at 57.5 µM; HEK293-RXFP1, relaxin-stimulated cAMP HTRF, 30 min; active compounds read low; hit rate 0.59% among 350,000;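 active = activity change of -60% or lower, but not beyond a set lower limit; inconclusive = change between -60% and -40%, or beyond the set limit; inactive = change above -40%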; also: % is scaled to controls: 0 for no effect and ±100 for the full control effect
Target sequence (Q9HBX9 whole entry, looked up): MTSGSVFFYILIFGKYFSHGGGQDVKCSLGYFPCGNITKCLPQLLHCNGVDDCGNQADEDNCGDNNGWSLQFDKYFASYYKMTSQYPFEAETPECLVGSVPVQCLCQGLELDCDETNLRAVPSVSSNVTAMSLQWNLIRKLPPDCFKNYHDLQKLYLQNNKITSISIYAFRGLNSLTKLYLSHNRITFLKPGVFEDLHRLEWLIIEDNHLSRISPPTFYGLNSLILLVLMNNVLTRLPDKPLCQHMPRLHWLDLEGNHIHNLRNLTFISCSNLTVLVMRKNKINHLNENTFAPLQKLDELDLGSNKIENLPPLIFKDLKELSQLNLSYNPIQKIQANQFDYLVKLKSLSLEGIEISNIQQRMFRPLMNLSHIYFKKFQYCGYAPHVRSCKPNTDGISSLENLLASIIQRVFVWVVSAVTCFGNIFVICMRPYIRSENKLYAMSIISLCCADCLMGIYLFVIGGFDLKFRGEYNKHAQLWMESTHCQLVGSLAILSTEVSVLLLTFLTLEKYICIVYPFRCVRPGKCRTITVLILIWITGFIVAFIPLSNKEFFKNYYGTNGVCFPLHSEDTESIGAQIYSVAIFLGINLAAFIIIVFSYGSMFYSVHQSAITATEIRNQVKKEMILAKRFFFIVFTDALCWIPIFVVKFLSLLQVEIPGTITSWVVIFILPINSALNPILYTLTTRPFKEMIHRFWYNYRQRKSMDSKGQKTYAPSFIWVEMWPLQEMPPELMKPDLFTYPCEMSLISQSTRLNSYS
D1 ag: Allosteric Agonists of the Human D1 Dopamine Receptor: qHTS | hit rate 1% among 360,000 | D(1A) dopamine receptor (Homo sapiens), P21728 | HEK293 T-REx D1 cells, calcium flux, agonist mode | activation, % at 2 µM; in the data active = activation above about 30%; also: 0% is about no effect
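Inducible HEK293 T-REx D1 cells, force-coupled to calcium signalling, were plated at 4000 cells/well with tetracycline and held overnight at 30 C. After no-wash calcium dye loading, compound-evoked calcium rise over 180 s flagged agonists.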
RXFP1 agonist: qHTS Assay for Agonists of the Relaxin Receptor RXFP1 | Potency, µM (top dose mostly 57.5 µM), for the others: top-dose activation, most hits filed as activators | AID 2676, 2010 | HEK293T-RXFP1 cAMP TR-FRET, 30 min; response scale: percent of porcine relaxin response, buffer zero | hit rate 0.3% among 370,000 | Relaxin receptor 1 (Homo sapiens), Q9HBX9; also: potency is read from the fitted curve at half-maximal effect; % is scaled to controls: 0 for no effect and ±100 for the full control effect; nearly all actives have a fitted effect of over 60% in size; many of its hits are not listed in these tables
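HEK293 cells stably expressing RXFP1, treated 30 min at 37C with compounds plus PDE4 inhibitor Ro 20174; cAMP measured by HTRF TR-FRET. Normalized to buffer and 29 nM porcine relaxin; EC50 by Hill fit.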
D1 antag: Antagonist of Human D 1 Dopamine Receptor: qHTS. HEK293 TREx D1 cells, calcium flux, dopamine EC80; active compounds read low. activity change, negative = inhibition, % at 10 µM. hit rate 3.2% among 360,000; in the data active = activity change below about -30%; also: % is scaled to controls: 0 for no effect and ±100 for the full control effect
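Cells carrying a force-coupled, tetracycline-inducible human D1 receptor report calcium flux. Each well gets a 10 s baseline, compound with 180 s monitoring, then an EC80 dopamine stimulus with a second 180 s kinetic read.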
TRHR PAM: qHTS for Small Molecule Agonists and Allosteric Enhancers of Human TRH Receptor: Primary Screen for Enhancers | Thyrotropin-releasing hormone receptor (Homo sapiens), P34981 | TRHR cells, fluo-8 calcium fluorescence, EC20 TRH enhancement | enhancement, % at 2 µM | hit rate 0.66% among 360,000; in the data active = enhancement above about 30%; also: 0% is about no effect
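TRHR-expressing cells loaded with fluo-8 calcium dye were read kinetically (ex 480/em 530) during compound addition, then stimulated with an EC20 of TRH (10 nM final). Enhancement of the Gq-mediated intracellular calcium response was scored.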
Anesthetic bind: qHTS Assay for Identification of Novel General Anesthetics; Ferritin light chain (Equus caballus), P02791; apoferritin/1-aminoanthracene competitive binding, fluorescence; Potency, µM (series often up to 77.5 µM), for the others: at the highest dose activity change, negative = displacement, actives largely listed as inhibitors; hit rate 0.074% among 350,000; AID 485281, 2010; also: potency is read from the fitted curve at half-maximal effect; % is scaled to controls: 0 for no effect and ±100 for the full control effect; nearly all actives have a fitted effect of over 20% in size
Target sequence (P02791 2-175 limits assumed): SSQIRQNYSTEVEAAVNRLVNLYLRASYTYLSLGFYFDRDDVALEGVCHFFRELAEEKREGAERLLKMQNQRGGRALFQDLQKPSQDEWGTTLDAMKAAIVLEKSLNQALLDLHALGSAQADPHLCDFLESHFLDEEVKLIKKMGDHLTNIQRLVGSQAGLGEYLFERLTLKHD
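Apoferritin-based anesthetic binding model; compound displacement of fluorescent 1-AMA measured as endpoint fluorescence after 10 minutes at room temperature, scaled to free-ligand and complex controls.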
TRHR agonist: qHTS for Small Molecule Agonists and Allosteric Enhancers of Human TRH Receptor: Primary Screen for Agonists. activation, % at 2 µM. hit rate 0.18% among 360,000. TRHR cells, calcium flux fluo-8, FDSS agonist mode. Thyrotropin-releasing hormone receptor (Homo sapiens), P34981. AID 493084, 2011; in the data active = activation above about 30%; also: 0% is about no effect
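In this calcium-flux screen, cells bearing human TRHR are dye-loaded with fluo-8, baselined for 10 cycles, then exposed to library compounds; positive kinetic calcium responses during the agonist phase mark hits, with TRH as control.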
* hit, by the source's call. Unless noted, calls follow the shape of the dose curve; as a rule, active = well fitted curve in the direction sought with a large enough effect; inconclusive = small, poorly fitted or top-dose-only effect, or another doubt; inactive = no such curve, though single readings can be large; an effect the other way counts as inactive or inconclusive.

A first look, 2 compounds:
Results for O=C(NCC1CCCO1)c1cc(-c2ccccc2)nc2ccc(Br)cc12 (stereo not given) ?
D2 potentiator: -12.0; D1 PAM: 7.2; RXFP1 antag: -2.3; D1 ag: 1.1; RXFP1 agonist: inconclusive; D1 antag: 7.3; TRHR PAM: -5.0; Anesthetic bind: -12.9%; TRHR agonist: -0.7

How did CC(=O)ON1C(C)(C)CC(OC(=O)c2ccccc2)CC1(C)C do in these assays?
D2 potentiator: -1.2; D1 PAM: -1.4; RXFP1 antag: 2.8; D1 ag: -0.9; RXFP1 agonist: 1.5%; D1 antag: -10.5; TRHR PAM: -5.3; Anesthetic bind: -8.9%; TRHR agonist: 0.1

The list itself, from the start:
Results for O=C(NCC1CCCO1)c1cc(-c2ccccc2)nc2ccc(Br)cc12 (stereo not given) ?
D2 potentiator: -12.0; D1 PAM: 7.2; RXFP1 antag: -2.3; D1 ag: 1.1; RXFP1 agonist: inconclusive; D1 antag: 7.3; TRHR PAM: -5.0; Anesthetic bind: -12.9%; TRHR agonist: -0.7

How did CC(=O)ON1C(C)(C)CC(OC(=O)c2ccccc2)CC1(C)C do in these assays?
D2 potentiator: -1.2; D1 PAM: -1.4; RXFP1 antag: 2.8; D1 ag: -0.9; RXFP1 agonist: 1.5%; D1 antag: -10.5; TRHR PAM: -5.3; Anesthetic bind: -8.9%; TRHR agonist: 0.1

How did CCCC(=O)C1=C(O)C(C(=O)OC)C(C)(C)CC1=Nc1cccc([N+](=O)[O-])c1 (stereo not given) do in these assays?
D2 potentiator: 4.4; D1 PAM: 8.8; RXFP1 antag: -3.3; D1 ag: 0.3; RXFP1 agonist: -0.2%; D1 antag: 22.9; TRHR PAM: 5.0; Anesthetic bind: -18.3%; TRHR agonist: 0.6

How did CS(=O)(=O)N1CCC(C(=O)NCc2ccc(Cl)cc2)CC1 do in these assays?
D2 potentiator: 15.8; D1 PAM: -1.9; RXFP1 antag: 10.2; D1 ag: 0.0; RXFP1 agonist: -1.2%; D1 antag: -22.3; TRHR PAM: -5.6; Anesthetic bind: -1.5%; TRHR agonist: 0.1

How did O=C(COC(=O)C1CCN(C(=O)c2ccc(Cl)cc2)CC1)c1ccco1 do in these assays?
D2 potentiator: 3.1; D1 PAM: -8.3; RXFP1 antag: -15.2; D1 ag: 2.1; RXFP1 agonist: 0.2%; D1 antag: 8.2; TRHR PAM: -1.3; Anesthetic bind: -12.4%; TRHR agonist: -0.6

How did CCS(=O)(=O)NCCCCc1ccccc1 do in these assays?
D2 potentiator: 1.7; D1 PAM: -0.7; RXFP1 antag: -7.1; D1 ag: 0.7; RXFP1 agonist: 1.5%; D1 antag: 0.1; TRHR PAM: -0.5; Anesthetic bind: 1.0%; TRHR agonist: -0.1

How did Cn1nnnc1SCc1nc2scc(-c3ccccc3)c2c(=O)[nH]1 do in these assays?
D2 potentiator: -4.1; D1 PAM: -2.4; RXFP1 antag: 3.1; D1 ag: 6.9; RXFP1 agonist: 9.7%; D1 antag: 10.0; TRHR PAM: -2.0; Anesthetic bind: 0.2%; TRHR agonist: -0.4

What do the screens show for `CCn1nnc2cc(C(=O)Nc3cccc(S(=O)(=O)N(C)C)c3)ccc21`?
D2 potentiator: 1.6; D1 PAM: 4.1; RXFP1 antag: -1.6; D1 ag: 1.5; RXFP1 agonist: 0.7%; D1 antag: 1.0; TRHR PAM: -1.8; TRHR agonist: -0.1

What do the screens show for `Cc1cccc(-n2c(SCC(=O)O)nc3sc4c(c3c2=O)CCCC4)c1`?
D2 potentiator: -1.6; D1 PAM: -3.1; RXFP1 antag: 0.9; D1 ag: 0.4; RXFP1 agonist: 3.5%; D1 antag: -9.7; TRHR PAM: -3.4; Anesthetic bind: -8.0%; TRHR agonist: -0.8

How did O=C(NCc1ccc2c(c1)OCO2)C1CCCN1S(=O)(=O)c1ccc(Cl)cc1 (stereo not given) do in these assays?
D2 potentiator: 9.5; D1 PAM: 1.6; RXFP1 antag: -16.6; D1 ag: 0.5; RXFP1 agonist: -2.4%; D1 antag: 5.7; TRHR PAM: -2.4; Anesthetic bind: -8.1%; TRHR agonist: -0.5

How did Cc1ccc(N/N=C/c2ccncc2)cc1 do in these assays?
D2 potentiator: 1.1; D1 PAM: -8.2; RXFP1 antag: 5.8; D1 ag: 2.6; RXFP1 agonist: 2.3%; D1 antag: -25.0; TRHR PAM: 1.4; Anesthetic bind: -19.6%; TRHR agonist: -1.0

Results for CSc1nnnn1-c1ccc(Cl)cc1 ?
D2 potentiator: 8.8; D1 PAM: -3.5; RXFP1 antag: -8.0; D1 ag: -0.8; RXFP1 agonist: 0.3%; D1 antag: -4.0; TRHR PAM: -3.1; Anesthetic bind: -6.5%; TRHR agonist: -0.5

What do the screens show for `O=C(CN1CCCCC1)NC(=O)NC1CCCC1`?
D2 potentiator: 2.1; D1 PAM: 1.9; RXFP1 antag: 9.2; D1 ag: 2.3; RXFP1 agonist: 1.5%; D1 antag: -0.7; TRHR PAM: -8.1; Anesthetic bind: -14.6%; TRHR agonist: 1.4

Results for Cc1cccc(N2CCN(c3ccc(C(=O)O)cc3NC(=O)c3ccccc3F)CC2C)c1 (stereo not given) ?
D2 potentiator: 11.6; D1 PAM: 2.4; D1 ag: 1.4; RXFP1 agonist: inconclusive; D1 antag: 20.1; TRHR PAM: -7.0; Anesthetic bind: -15.5%; TRHR agonist: -0.6

How did CCCCn1c(N)c(N(CC(C)C)C(=O)c2cccc(S(=O)(=O)N3CCN(C)CC3)c2)c(=O)[nH]c1=O do in these assays?
D2 potentiator: 2.9; D1 PAM: -0.8; RXFP1 antag: -15.4; D1 ag: 1.5; RXFP1 agonist: 5.4%; D1 antag: 2.3; TRHR PAM: -9.4; TRHR agonist: -0.3

What do the screens show for `CN(C)/C=C/C(=O)c1nnn(C2CCCCC2)c1NC1CCCCC1`?
D2 potentiator: 2.6; D1 PAM: -7.3; RXFP1 antag: 23.8; D1 ag: -0.8; RXFP1 agonist: 0.6%; D1 antag: -11.8; TRHR PAM: 11.3; Anesthetic bind: -13.8%; TRHR agonist: -1.1

Results for Cn1c(NC(=O)c2ccccc2C(F)(F)F)cc(=O)n(C)c1=O ?
D2 potentiator: -5.8; D1 PAM: -6.7; D1 ag: 3.7; RXFP1 agonist: 1.8%; D1 antag: -4.2; TRHR PAM: -6.6; Anesthetic bind: 1.0%; TRHR agonist: 0.4

Results for O=C(NC1CCCCC1)c1ccc(COCC(F)(F)F)o1 ?
D2 potentiator: -5.5; D1 PAM: -6.3; RXFP1 antag: 13.6; D1 ag: 2.7; RXFP1 agonist: -0.5%; D1 antag: -8.9; TRHR PAM: 7.2; Anesthetic bind: -10.5%; TRHR agonist: 1.1

How did CCOCCCn1c(SCC(=O)Nc2ccccc2OC)nc2c(oc3ccccc32)c1=O do in these assays?
D2 potentiator: -1.9; D1 PAM: -6.5; D1 ag: 2.9; RXFP1 agonist: 0.6%; D1 antag: -11.1; TRHR PAM: 1.7; Anesthetic bind: 0.0%; TRHR agonist: 0.2

How did CCOC(=O)c1nc[nH]c1C do in these assays?
D2 potentiator: 4.9; D1 PAM: -3.6; RXFP1 antag: -3.9; D1 ag: 1.1; RXFP1 agonist: 2.6%; D1 antag: -1.7; TRHR PAM: 7.0; Anesthetic bind: -0.2%; TRHR agonist: -0.3

Results for CC(NS(=O)(=O)c1ccc(Cl)c(Cl)c1)C(=O)OCC(=O)Nc1ccc2c(c1)OCO2 (stereo not given) ?
D2 potentiator: -13.6; D1 PAM: 3.2; RXFP1 antag: -6.4; D1 ag: 1.7; RXFP1 agonist: -0.5%; D1 antag: -20.7; TRHR PAM: 4.6; Anesthetic bind: inconclusive; TRHR agonist: -0.2

What do the screens show for `COc1ccc(C(=O)CN2C(=O)N(c3ccc(C(C)=O)cc3)S(=O)(=O)c3ccccc32)cc1`?
D2 potentiator: -1.0; D1 PAM: 0.2; D1 ag: 4.6; RXFP1 agonist: -0.7%; D1 antag: 22.3; TRHR PAM: 1.4; Anesthetic bind: -11.6%; TRHR agonist: 0.5

What do the screens show for `CCN1C(=O)c2ccccc2Sc2ccc(NC(=O)Nc3ccc(C(C)=O)cc3)cc21`?
D2 potentiator: 3.1; D1 PAM: 0.1; RXFP1 antag: -14.5; D1 ag: 2.6; RXFP1 agonist: 0.0%; D1 antag: -1.1; TRHR PAM: -1.3; Anesthetic bind: -7.2%; TRHR agonist: -0.6

Results for O=C(CC1N=C2c3ccccc3N=C(SCc3ccc(F)cc3)N2C1=O)NCc1ccco1 (stereo not given) ?
D2 potentiator: 3.4; D1 PAM: 6.6; RXFP1 antag: 4.7; D1 ag: 0.5; RXFP1 agonist: 2.2%; D1 antag: -1.8; TRHR PAM: -4.2; Anesthetic bind: -1.0%; TRHR agonist: 0.3

What do the screens show for `CC1CCCCC12NC(=O)N(CC(=O)Nc1sc3c(c1C(N)=O)CCC3)C2=O` (stereo not given)?
D2 potentiator: 4.9; D1 PAM: 2.4; RXFP1 antag: -8.1; D1 ag: 2.2; RXFP1 agonist: -0.5%; D1 antag: -3.5; TRHR PAM: 8.8; Anesthetic bind: -17.6%; TRHR agonist: -0.9

What do the screens show for `S=c1nc[nH]c2c1cnn2Cc1ccccc1`?
D2 potentiator: 6.2; D1 PAM: 1.0; RXFP1 antag: -9.8; D1 ag: 9.8; RXFP1 agonist: -1.7%; D1 antag: -4.5; TRHR PAM: 2.8; Anesthetic bind: -10.3%; TRHR agonist: -0.1

Results for CCN(CC)C(=O)Cn1nnc(-c2ccc(C)o2)n1 ?
D2 potentiator: 2.3; D1 PAM: -1.2; RXFP1 antag: -7.9; D1 ag: 2.4; RXFP1 agonist: 1.2%; D1 antag: -18.3; TRHR PAM: -2.8; Anesthetic bind: -10.3%; TRHR agonist: 0.2

How did O=c1cc(Nc2ccc3c(c2)OCO3)[nH]c(=O)n1-c1ccc(Br)cc1 do in these assays?
D2 potentiator: 4.0; D1 PAM: -6.9; RXFP1 antag: 10.9; D1 ag: -1.3; RXFP1 agonist: 0.6%; D1 antag: -6.2; TRHR PAM: 17.5; Anesthetic bind: 1.7%; TRHR agonist: 0.4

These rows are one share of the data; rates above refer to the full screens.
